phage Ecoli inh: growth loss of phage-infected E. coli, primary screen, RecBCD inhibitor project, absorbance, with phage, HTS; inhibition, % at 11.9 µM; hit rate 0.26% among 360,000; in the data active = inhibition above about 11%
CDK5 inh: inhibitors of human CDK5/p35 kinase, primary screen, biochemical, single concentration | Recombinant CDK5/p35, ADP-Glo luminescence, 60 min | inhibition, % at 10 µM | hit rate 0.01% among 330,000;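 active = highest replicate inhibition of at least 50% and at least 75% of replicates reaching 50%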;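 note: plate controls were DMSO neutral control for no effect and GW8510 at 10 µM for full effect; many of its hits are not listed in these tables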
Target sequence (Q00535 whole entry, looked up): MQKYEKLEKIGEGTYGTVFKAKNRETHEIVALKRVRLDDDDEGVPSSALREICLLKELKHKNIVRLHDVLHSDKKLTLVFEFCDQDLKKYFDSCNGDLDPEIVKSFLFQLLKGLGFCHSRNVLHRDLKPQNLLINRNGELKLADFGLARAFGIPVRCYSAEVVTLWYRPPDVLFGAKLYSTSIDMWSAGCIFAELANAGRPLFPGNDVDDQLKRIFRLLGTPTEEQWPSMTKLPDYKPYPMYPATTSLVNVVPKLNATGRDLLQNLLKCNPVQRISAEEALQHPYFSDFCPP
Target sequence (Q15078 whole entry, looked up): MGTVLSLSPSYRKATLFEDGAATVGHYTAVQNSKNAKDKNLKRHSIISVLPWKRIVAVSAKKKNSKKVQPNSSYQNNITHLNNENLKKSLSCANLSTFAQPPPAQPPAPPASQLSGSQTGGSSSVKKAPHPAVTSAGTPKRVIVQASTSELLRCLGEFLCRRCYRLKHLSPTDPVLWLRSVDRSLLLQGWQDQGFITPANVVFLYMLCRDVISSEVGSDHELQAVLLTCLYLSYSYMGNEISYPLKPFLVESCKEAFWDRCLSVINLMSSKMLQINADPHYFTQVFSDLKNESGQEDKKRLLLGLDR
AddAB inh: growth inhibition of E. coli expressing H. pylori AddAB, primary screen, AddAB inhibitor project, absorbance. hit rate 0.29% among 330,000. inhibition, % at 11.9 µM. AID 435030, 2010; in the data active = inhibition above about 12%;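 note: 0% = vehicle wells of infected cells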
Tat export inh: E. coli Tat export inhibitors, primary screen, MC4100, TorA-mCherry reporter, fluorescence, single point; hit rate 0.036% among 340,000; AID 488895, 2010; inhibition, % at 10 µM;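 active = mean replicate inhibition at least 50% and at least half of replicates individually reaching 50%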;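 note: exported cargo escapes ClpAP degradation while cytoplasmic cargo is degraded and loses fluorescence; 0% = median of neutral control wells and 100% = median of NaSCN control wells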
Mot1-301 SUMO: yeast Mot1-301 growth rescue at high temperature, primary screen, SUMOylation pathway inhibitor project, S. cerevisiae, ATP luminescence, 38.5C. hit rate 1% among 320,000. S. cerevisiae Mot1-301 growth rescue; percent above DMSO median, 100 means doubled. growth rescue, % at 18.8 µM;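 active = every valid replicate shows activation above 250% relative to neutral control wells; inactive = the rest, any valid replicate at or below 250%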;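 note: OY570 slx delta 5 strain wells were the positive control but not used for scaling; some compounds called inactive have numbers as strong as hits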
Ecoli viability: E. coli V3065 growth inhibition, primary screen, counter-screen for AddAB inhibitor project, absorbance, OD600; 18 h; inhibition, % at 11.9 µM; hit rate 0.27% among 330,000; AID 449728, 2010;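 active = inhibition above the campaign's mean inhibition across all tested compounds plus 3 SD, cut at about 9.9% in these data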;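 note: uninfected addAB+ strain grown without phage in ampicillin broth; 0% = DMSO wells and 100% = ciprofloxacin 0.95 µg/ml wells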
PKA-R1A activ: activators of PKA-R1A holoenzyme, primary screen, biochemical, fluorescence polarization, Cy5-IP20, bovine R1A, mouse PKAc. cAMP-dependent protein kinase type I-alpha regulatory subunit (Bos taurus) + …. PKA-R1A dissociation; scaled: DMSO 0%, 113 µM cGMP 100%. activation, % at 11.4 µM. hit rate 0.083% among 340,000. AID 504707, 2011;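 active = percent activation above the mean of all tested compounds plus 3 SD, cut at about 19% in these data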;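 note: higher means more PKAc released from R1A so a rise in polarization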
HTR5A inv ctr: HTR5A inverse agonists in luminescence cell assay, primary screen, counter-screen for OPRM1-OPRD1 heterodimer inverse agonist project, full-deck HTS | 5-hydroxytryptamine receptor 5A (Homo sapiens), P47898 | HTR5A cell line, inverse agonism | inhibition, % at 9.3 µM | hit rate 0.083% among 340,000 | AID 504634, 2011; in the data active = inhibition mostly above about 23%, no sharp cut-off; inactive = mostly below about 18%;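 note: 0% = cells with DMSO and 100% = no-cell wells with DMSO; some compounds called inactive have numbers as strong as hits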
Target sequence (P47898 whole entry, looked up): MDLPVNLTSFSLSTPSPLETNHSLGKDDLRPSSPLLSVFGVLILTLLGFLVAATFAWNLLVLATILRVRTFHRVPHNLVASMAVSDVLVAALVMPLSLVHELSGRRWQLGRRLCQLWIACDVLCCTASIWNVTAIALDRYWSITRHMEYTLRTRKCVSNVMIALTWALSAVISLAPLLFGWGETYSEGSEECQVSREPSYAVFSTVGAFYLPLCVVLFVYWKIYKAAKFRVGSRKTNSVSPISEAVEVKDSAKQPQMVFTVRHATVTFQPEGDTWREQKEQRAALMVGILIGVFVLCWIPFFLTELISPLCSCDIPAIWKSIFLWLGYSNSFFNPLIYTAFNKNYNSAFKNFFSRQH
HTR5A ag ctr: HTR5A agonists in luminescence cell assay, primary screen, counter-screen for OPRM1-OPRD1 heterodimer agonist project, full-deck HTS. cell-based. activation, % at 9.3 µM. hit rate 0.61% among 340,000. AID 504692, 2011; in the data active = activation mostly above about 9.5%, no sharp cut-off; inactive = mostly below about 7.6%;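 note: 0% = cells with vehicle only and 100% = reference agonist; strong numbers were not always called active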
PKA-R2B activ: activators of PKA-R2B holoenzyme, primary screen, biochemical, fluorescence polarization, Cy5-IP20, human | cAMP-dependent protein kinase catalytic subunit beta (Homo sapiens) + cAMP-dependent … | PKA-R2B holoenzyme dissociation; R2B truncated from residue 108, S112A mutant; 0% DMSO only, 100% 113 µM cGMP | activation, % at 11.4 µM | hit rate 0.079% among 340,000;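 active = activation above a cutoff set at the mean over all compounds plus 3 SD, cut at about 18% in these data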;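 note: higher means more holoenzyme dissociation and a rise in polarization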
DAGLB inh: DAGLB lipase inhibitors, primary screen, biochemical, fluorescence, HTS. hit rate 0.059% among 340,000. Diacylglycerol lipase-beta (Homo sapiens), Q8NCG7. HEK293T DAGLB membrane lysate, EnzChek fluorogenic substrate. AID 504411, 2011. inhibition, % at 5.17 µM; in the data active = inhibition above about 34%;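 note: 0% = enzyme with vehicle and 100% = wells lacking enzyme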
The depositor's hits bear a star; . = no result given; & = joins results of further samples.

item	canonical_smiles	Ecoli viability	AddAB inh	PKA-R2B activ	DAGLB inh	Mot1-301 SUMO	HTR5A ag ctr	PKA-R1A activ	HTR5A inv ctr	Tat export inh	phage Ecoli inh	CDK5 inh
1	C[C@@H](C(=O)OCC(=O)NCCc1ccc(S(N)(=O)=O)cc1)N1C(=O)C2CCCCC2C1=O (stereo partly specified)	1.7	3.1	10	4	-12	-5	3	19	-8	0.0	3.5
2	CCC(NC(=O)Nc1cc(C)on1)(C(F)(F)F)C(F)(F)F	-0.1	0.9	14	-5	4	-8	-2	-6	-12	2.3	0.5
3	O=c1[nH]c2cc(Cl)c(Br)cc2o1	.	.	-1	2	.	-4	4	15	-2	1.1	1.6
4	COC(=O)c1ccc(NC(=O)c2ccc(OC(C)=O)c(OC)c2)cc1	1.9	0.7	-2	-2	-4	2	-3	-18	-6	-1.1	1.7
5	Cc1cccc(NC(=O)c2ccc(S(=O)(=O)NCc3ccco3)cc2)n1	1.1	0.4	1	-3	-21	4	-5	-21	-3	3.5	1.0
6	O=C(CSc1nnc(-c2ccncc2)n1Cc1ccco1)Nc1ccccc1Cl	-1.8	0.6	4	-1	-14	2	-13	-4	9	3.7	0.3
7	Cc1ccc(NC(=S)Nc2ccc3[nH]c(=O)[nH]c3c2)cc1C	0.3	0.6	1	-1	-13	3	-4	5	-6	-0.1	1.9
8	O=C1Nc2c(c(=O)[nH]c(=O)n2Cc2ccccc2)C1(NS(=O)(=O)c1ccccc1)C(F)(F)F (stereo unspecified)	1.6	3.7	-11	-1	-5	-2	-5	6	-4	3.8	0.7
9	COc1cc(/C=C/c2[nH]c(=O)[nH]c(=O)c2[N+](=O)[O-])cc(OC)c1O	.	.	-6	-2	-8	-2	3	7	8	2.3	-0.3
10	O=C(COc1ccc2c(c1)CCC2)N1CCN(c2ccc(F)cc2)CC1	2.6	2.5	1	-9	-8	2	-4	-5	0	3.6	3.7
11	O=C(C1CCC(=O)N(C2CC2)C1)N1CCN(c2cccc(Cl)c2)CC1 (stereo unspecified)	.	.	6	-2	-16	1	5	-1	-7	-2.3	-0.4
12	CCOC(=O)c1c(C)[nH]c(C(=O)OCC(=O)c2ccccc2)c1C	3.6	0.7	0	-3	63	1	-4	22	-1	3.6	-1.2
13	CC(C(=O)Nc1ccc(Br)cc1)N(C)CC(=O)NCc1ccco1 (stereo unspecified)	-4.4	-0.9	8	-1	13	3	0	-7	3	0.9	-0.3
14	Cc1sc2ncnc(Oc3ccc(-n4ccnc4)cc3)c2c1C	-2.8	2.4	-7	-2	3	0	-4	-32	-2	1.9	-2.4
15	O=C(c1ccc(F)cc1)N1CCC(c2ccccc2)C1 (stereo unspecified)	1.9	3.4	2	-6	326	8	8	-15	11	1.8	2.8
16	CCc1ccc(CN(C)C(=O)CCc2nc3ccccc3n(-c3ccc(OC)cc3)c2=O)cc1	-1.3	0.2	-2	-1	24	-1	-2	2	14	3.4	-3.2
17	Cc1ccc(C(=O)OCC(=O)Nc2ncc(C(F)(F)F)cc2Cl)cc1NC(=O)c1ccco1	-1.7	0.5	-4	3	1	2	-2	-4	10	2.0	-0.2
18	COc1ccc(-c2noc(N3CCC(C(=O)Nc4ccccc4Cl)CC3)n2)cc1	1.1	-0.9	-4	2	31	1	3	-4	-8	4.2	0.3
19	COc1ccccc1C(=O)NC(=Nc1nc2ccccc2o1)NC(=O)c1ccccc1OC	13*	14*	-5&-3	0&0	-14	-2&6	-8&5	9&15	-7&-3	3.9	0.8&-1.2
20	Cc1ccc(-c2cc(C(=O)O)c3ccccc3n2)c(C)c1	-0.9	1.4	-2	2	-7	1	-10	-4	-3	2.6	0.4
21	COC(=O)COc1ccc(S(=O)(=O)NCc2cccnc2)cc1	0.0	1.5	0	-1	5	3	5	-42	-1	0.1	-0.2
22	CCOC(=O)C1=C(CSc2nccn2C)NC(=O)NC1c1cc(C)ccc1C (stereo unspecified)	-3.9	-1.9	-5	0	16	-1	-3	11	-5	2.1	2.7
23	O=C1C=C(Nc2ccc(O)cc2)C(=O)c2ccccc21	-1.1	-0.5	1	17	-45	4	-2	-13	2	-2.1	1.5
24	CCCCn1cnc2c(SCc3ccccc3)nc(N)nc21	.	.	0	2	.	0	-12	0	8	1.0	-0.9
25	CC[C@]12c3[nH]c4ccc(OC)cc4c3CCN1C(=O)C(CC(=O)NCCCOC)C[C@@H]2C(=O)N1CCN(C(=O)c2ccco2)CC1 (stereo partly specified)	-0.4	-0.9	-1	-1	.	1	-7	-3	-2	0.1	2.8
26	COc1ccc(-c2cn(-c3ccc(Cl)cc3)c3[n+]2CCCCC3)cc1	-1.2	0.5	-16	2	10	-1	-6	23	-1	2.8	0.4
27	CN(C)S(=O)(=O)c1ccc2[nH]cc(/C=C/c3nc4ccccc4c(=O)n3-c3ccccc3)c2c1	0.7	-0.5	1	1	-12	2	5	-2	-2	1.8	-1.1
28	CC(NC(=O)c1cccc(C(F)(F)F)c1)C(c1ccccc1)N1CCOCC1 (stereo unspecified)	-0.5	2.4	-15	-2	-13	-10	6	-16	-13	2.9	0.5
29	Cc1ccc2c(c1)NC(=O)C(CC(=O)NCCN(CC(C)C)CC(C)C)O2 (stereo unspecified)	1.8	6.1	1	0	-1	-2	-11	6	4	2.0	1.1
30	COc1ccc(C(CC(=O)NCc2ccccc2)Sc2n[nH]c(-c3ccc(Cl)cc3)n2)cc1 (stereo unspecified)	-1.2	-0.3	3	-1	108	-4	-1	10	-10	5.7	0.3

(further entries)
item	canonical_smiles	Ecoli viability	AddAB inh	PKA-R2B activ	DAGLB inh	Mot1-301 SUMO	HTR5A ag ctr	PKA-R1A activ	HTR5A inv ctr	Tat export inh	phage Ecoli inh	CDK5 inh
31	O=C(O)c1cccc(NC(=O)c2cn(-c3ccccc3)nc2-c2ccncc2)c1	-2.0	3.1	0	2	11	-1	3	4	-2	4.3	-6.0
32	COc1ccc(CNC(=O)CN(Cc2cccs2)C(=O)CCC(=O)Nc2ccccn2)cc1	-1.2	4.5	-6	1	-6	-2	4	4	-4	4.6	-3.2
33	Cc1cc(NCCO)nc(N2CCOCC2)n1	0.0	3.2	-13	-1	-9	0	1	19	20	1.8	-1.1
34	COc1ccc(OC)c(NC(=O)CN(C)S(=O)(=O)c2ccc(Cl)cc2)c1	-0.2	0.2	-6	-2	415*	4	-11	-27	-1	2.4	1.5
35	O=c1c2cc(F)ccc2[nH]c(=S)n1CCCN1CCOCC1	-3.0	1.0	9	1	-2	4	-7	-9	-10	2.8	0.0
36	COc1ccccc1/C=C/C=C(\C#N)C(=O)NC(C)c1ccccc1 (stereo unspecified)	0.3	1.2	12	-5	-16	2	5	-7	2	1.9	-1.0
37	COc1ccc(S(=O)(=O)N(C)C)cc1NCC(=O)Nc1cccc2ccccc12	-0.6	-1.7	-8	2	-3	0	-1	-13	-2	-0.3	0.0
38	OCCN1CCOCCN(CCO)CCN(CCO)CC1	-1.0	4.0	6	1	2	-2	3	7	3	1.8	-0.2
39	Cc1cc2c(c(=O)n1Cc1cccnc1)C(c1ccc(F)cc1)C(C#N)=C(N)O2 (stereo unspecified)	-0.3	1.5	0	0	8	-1	-6	3	-10	1.7	1.2
40	CS(=O)(=O)c1ccc(C(=O)OCC(=O)NC(=O)C2CCCCC2)cc1[N+](=O)[O-]	-1.0	-1.1	11	-2	-14	-4	2	12	1	2.8	-3.2
41	CCCCCN(C(=O)CCC(=O)OCC(=O)c1ccc(C(C)CC)cc1)c1c(N)n(CCCC)c(=O)[nH]c1=O (stereo unspecified)	0.4	-1.2	-13	5	11	1	-4	-3	12	.	0.8
42	COc1cccc(-n2nnnc2SCC(=O)Nc2ccc(C(C)=O)cc2)c1	-1.4	-1.9	-5	-2	3	-1	8	1	-1	3.6	1.9
43	CCc1c(C)[nH]c2ccccc2c1=O	-2.6	4.3	-1	0	4	10	5	5	5	4.7	-0.7
44	S=C(Nc1ccc(Br)cc1Cl)N1CCCC1	1.5	1.9	-4	1	4	-1	-5	7	-2	-0.1	1.6
45	CSc1nc2c(c(=O)[nH]1)C(c1ccc(C(F)(F)F)cc1)CC(=O)N2 (stereo unspecified)	1.5	-0.2	-5	-1	1	2	16	-4	-10	3.9	-1.7
46	CC(C)(C)n1ncc2c(=O)n(Cc3cccc(Cn4cnc5c(cnn5C(C)(C)C)c4=O)c3F)cnc21	1.3	1.4	-8	1	23	-6	3	16	4	-0.9	0.2
47	O=C(CCCNC(=O)/C(=C/c1ccc(Br)cc1)NC(=O)c1ccccc1)OCc1ccccc1	-1.3	-0.5	1	2	-7	-1	0	8	-5	4.6	-0.4
48	Cc1ccc(NC(=O)C2CCN(c3cnccn3)CC2)cc1	-1.4	0.8	-17	-4	6	8	2	11	-4	3.2	-5.1
49	COCC(C)n1c(SCC(=O)Nc2ccc3c(c2)OCCO3)nc2ccccc2c1=O (stereo unspecified)	2.4	1.9	-7	-2	166	3	-7	-11	7	0.7	0.9
50	Cc1cccc(NC(=O)C2CC(=O)OC23CCCCC3)c1 (stereo unspecified)	0.1	3.8	0	-5	-14	1	-8	0	-3	3.2	-2.5
